Vif-A3F inh: inhibitors of Vif-A3F interaction; Potency, µM (titrated, usually from 46.1 µM), inactives show top-dose activity, negative = active; 390,000 compounds, 0.2% hits; HeLa A3F-eYFP + Vif (tagged APOBEC3F with the HIV-1 protein that degrades it), YFP fluorescence increase; AID 602313; further: potency means the concentration at half of the fitted maximal effect; % of control where 0% means no effect; nearly all actives have a fitted effect of over 65% in size
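HeLa cells stably expressing A3F-eYFP plus Vif, plated and incubated overnight at 37 deg C, then exposed to compounds overnight at 37 deg C. Blocked degradation read as raised yellow fluorescence (Ex 488/Em 500-530).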
Vif-A3G inh: inhibitors of Vif-APOBEC3G interaction; Q9HC16; HeLa A3G-eYFP + Vif (tagged APOBEC3G with the HIV-1 protein that degrades it), YFP fluorescence, overnight; Potency, µM (doses to about 46.1 µM), inactives show top-dose activity, negative = active, actives largely listed as inhibitors; 410,000 compounds, 0.076% hits; AID 602310;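 further: potency means the concentration at half of the fitted maximal effect; on the % scale 0 is the no-effect control and ±100 the full control effect; nearly all actives have a fitted effect of over 60% in size; hits raise eYFP signal because A3G escapes Vif-driven loss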
Target sequence (Q9HC16 whole entry, looked up): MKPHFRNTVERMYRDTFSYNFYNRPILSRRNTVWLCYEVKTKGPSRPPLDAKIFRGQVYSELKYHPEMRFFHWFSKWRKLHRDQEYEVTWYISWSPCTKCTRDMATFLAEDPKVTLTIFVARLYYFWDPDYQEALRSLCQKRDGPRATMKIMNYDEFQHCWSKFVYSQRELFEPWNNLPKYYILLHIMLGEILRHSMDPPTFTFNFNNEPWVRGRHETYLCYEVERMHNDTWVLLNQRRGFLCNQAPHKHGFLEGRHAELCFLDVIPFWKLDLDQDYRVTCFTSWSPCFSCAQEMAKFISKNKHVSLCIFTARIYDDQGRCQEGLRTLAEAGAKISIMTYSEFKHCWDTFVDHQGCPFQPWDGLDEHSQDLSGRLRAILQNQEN
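Read-out is eYFP fluorescence (Ex 488/Em 500-530) from Vif-expressing HeLa A3G-eYFP cells; more signal means A3G escaped Vif-mediated degradation. Cells plated overnight, compound pinned in, incubated overnight at 37 deg C.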
LDHA inh: blocks human lactate dehydrogenase A; activity change, % (values are at about 110 or 230 µM); 480,000 compounds, 0.15% hits; purified LDHA, NADH/diaphorase-resazurin fluorescence; active compounds read low; P00338; in the data active means activity change below about -30%; inconclusive means mostly about -25% to -30%;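 further: plate controls were DMSO wells for no effect and wells without enzyme for full effect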
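Enzyme activity of human lactate dehydrogenase 5 (2 nM; 0.06 mM NADH, 0.2 mM pyruvate, 5 min, RT) is measured via a resazurin/diaphorase fluorescence readout of residual NADH.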
Glioma ERSR ind: induces the endoplasmic reticulum stress response in human glioma cells; Potency, µM, without a hit: at the top dose activation, most hits filed as activators; U87-MG GRP78 promoter luciferase reporter, 16 h; 420,000 compounds, 0.02% hits; further: potency means the concentration at half of the fitted maximal effect; series mostly up to about 76 µM; % of control where 0% means no effect; nearly all actives have a fitted effect of over 35% in size
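Stably transfected U87-MG human glioma cells carrying a GRP78-based luminescent sensor were seeded at 1000 cells/well, pin-dosed with compounds and incubated 16 h. Luciferase reagent was then added, and end-point luminescence was read after 10 min at room temperature.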
RGS4 inhibitor: inhibitors of human regulator of G protein signaling 4; P49798; Transcreener GDP fluorescence polarization, RGS4-accelerated GTP hydrolysis; Potency, µM (top dose mostly 114 µM), for the others: top-dose activity change, negative = inhibition, actives largely listed as inhibitors; 390,000 compounds, 0.039% hits; further: potency means the concentration at half of the fitted maximal effect; on the % scale 0 is the no-effect control and ±100 the full control effect; nearly all actives have a fitted effect of over 75% in size; some results filed as inactive show a strong effect at the top dose
Target sequence (P49798 whole entry, looked up): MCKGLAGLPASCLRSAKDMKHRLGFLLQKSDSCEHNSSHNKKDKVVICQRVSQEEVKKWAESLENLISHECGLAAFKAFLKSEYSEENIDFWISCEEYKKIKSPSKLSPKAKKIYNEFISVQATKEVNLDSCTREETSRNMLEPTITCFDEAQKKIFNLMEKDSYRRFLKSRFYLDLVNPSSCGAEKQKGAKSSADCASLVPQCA
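MLSMR compounds (23 nl, pin-transferred) preincubated 10 min at room temperature with a 500nM (2x) first reagent, then RGS4 at 900nM (2x) plus Transcreener GDP mix added; fluorescence polarization (620/688 nm) read before and after 90 min at 30 °C.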
D2 antag: antagonizes the human D2 dopamine receptor. HEK293 TREx D2 cells, calcium flux, dopamine EC80. inhibition, % at 10 µM. 340,000 compounds, 2% hits. P14416; in the data active means inhibition above about 30%; further: 0% is about no effect
Target sequence (P14416 whole entry, looked up): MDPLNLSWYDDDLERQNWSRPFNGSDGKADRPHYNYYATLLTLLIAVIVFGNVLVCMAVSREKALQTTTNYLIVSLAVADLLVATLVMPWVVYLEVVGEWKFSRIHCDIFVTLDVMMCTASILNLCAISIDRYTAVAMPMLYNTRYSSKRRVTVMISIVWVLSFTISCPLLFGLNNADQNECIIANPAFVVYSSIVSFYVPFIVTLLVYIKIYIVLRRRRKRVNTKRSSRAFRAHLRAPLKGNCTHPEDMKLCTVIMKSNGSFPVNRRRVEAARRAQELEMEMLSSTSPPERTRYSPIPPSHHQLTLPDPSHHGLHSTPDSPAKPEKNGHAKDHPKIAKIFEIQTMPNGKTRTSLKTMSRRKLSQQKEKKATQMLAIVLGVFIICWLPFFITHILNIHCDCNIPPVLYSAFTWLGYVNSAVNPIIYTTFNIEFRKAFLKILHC
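Cells plated overnight at 30 C with tetracycline; no-wash calcium dye, 30–90 min RT; 10 s baseline; compound pinned; 180 s read; EC80 dopamine added; another 180 s read.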
ERG Ets-DNA blk: blocks human ERG Ets domain binding to DNA | P11308 | fluorescence polarization, His-ERG Ets domain / labelled DNA | 370,000 compounds, 0.028% hits | AID 624246 | Potency, µM (highest dose often 76.9 µM), for inactives: at the top dose FP activity, negative = inhibition, most hits filed as inhibitors; active means well fitted inhibition curve with a large enough effect in the polarisation, with a control signal flat; inconclusive means small, poorly fitted or top-dose-only effect, or effect the other way, or a change in a side signal; inactive means no such curve, though single readings can be large or run the other way; the % refers to the polarisation;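 further: polarization taken with two DNA probes labelled with fluorescein and Texas red; potency means the concentration at half of the fitted maximal effect; % of control where 0% means no effect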
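His-tagged ERG Ets domain (1 uM in the protein solution; 300mM KCl, 50mM Tris-HCl, 1mM EDTA, 1mM DTT, pH 7.5) received compound, then a probe mix of 5 nM fluorescein-DNA and 100nM Texas-615-DNA. Fluorescence polarization was read for both dyes.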
D2 agonist: D2 dopamine receptor (human) agonism; activation, % at 2 µM; P14416; 340,000 compounds, 0.53% hits; HEK293 T-REx D2 cells, calcium flux agonist mode; AID 485358;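 active means activation over 3 SD above normal in the single-dose calcium agonist read, cut at about 30% in these data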; further: 0% is about no effect
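Agonism is scored from calcium flux in a force-coupled, inducible HEK293 cell line expressing D2, read kinetically for 180 s after compound addition against dopamine controls.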
ALOX12 inh: blocks human arachidonate 12S-lipoxygenase; P18054; purified 12hLO, xylenol orange hydroperoxide absorbance; Potency, µM (doses to about 108 µM), for the others: at the highest dose activity change, negative = inhibition, actives largely listed as inhibitors; 580,000 compounds, 1.1% hits; AID 1671190; further: potency means the concentration at half of the fitted maximal effect; on the % scale 0 is the no-effect control and ±100 the full control effect
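Purified human 12hLO at 150 nM in 25 mM Hepes, 0.01% Triton X-100, pH 7.0, preincubated 15 min at room temperature with compound. Reaction started with 40 uM arachidonic acid, 30 min at room temperature. Hydroperoxide measured by Fe-xylenol orange, 573/405 nm absorbance ratio.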
* hit, by the source's call; u = inconclusive; x = no result given; & = joins results of further samples; [ ] = dose if it differs, or a comment. Unless noted, the call rests on the fitted dose curve; in most records, active means well fitted curve in the direction sought with a large enough effect; inconclusive means small, poorly fitted or top-dose-only effect, or another doubt; inactive means no such curve, though single readings can be large; an effect the other way counts as inactive or inconclusive.

SMILES	Vif-A3F inh	Vif-A3G inh	LDHA inh	Glioma ERSR ind	RGS4 inhibitor	D2 antag	ERG Ets-DNA blk	D2 agonist	ALOX12 inh
Cc1cc(NC(=O)NCc2ccc3c(c2)CCN3C(=O)c2ccccc2)ccc1Br	-2%	8%	4	1%	-47%	x	-1%	0.2	-20%
CN(c1ccc(OCC(=O)N2CCCCC2)cc1)S(=O)(=O)c1cccs1	12%	4%	7&-3	2%	15%	12	7%	-0.4	14%&7%
Cc1cccc(NC(=O)CSc2nc(=O)n(Cc3ccncc3)c3c2CCC3)c1C	0%	-4%	-3	-2%	-3%	x	-13%	0.3	-15%
COc1ccc(C(=O)OCC(=O)NCC2CCCO2)cc1[N+](=O)[O-] (stereo not drawn)	1%	3%	-9	-2%	20%	0	2%	0.1	0%
COC(=O)c1c(SCC(=O)Nc2ccc(C)c(C)c2)nc(=O)[nH]c1C	3%	1%	-6	-3%	27%[11.4 µM]	8	12%	0.0	-3%
O=C(COc1ccccc1Cl)Nc1ccccc1C(=O)NC1CC1	2%	0%	-2	0%	-25%	-6	-7%	0.2	8%
CCc1nc2c(OCC(=O)N(C)C)cccn2c1N(C=O)Cc1ccc(OC)cc1	x	-3%	-5	-3%	x	x	x	x	-9%
COCCNC(=O)C1(C)Cc2c(-c3ccc(NC(C)=O)cc3)ccnc2O1 (stereo not drawn)	x	-2%	-3	-5%	x	x	x	x	0%
COc1ccc(S(=O)(=O)N(C(=O)c2ccncc2)c2ccc(OC(=O)c3ccncc3)cc2)cc1	5%	0%	-15	-3%	-24%	-13	14%	-0.3	-13%
Clc1ccccc1Nc1nc(-c2ccncc2)nc2ccccc12	-18%	-1%	-4	3%	-21%	-13	2%	8.2	u
Cc1ccc(-n2c(-c3cccc(C)c3)n[nH]c2=S)cc1	-3%	-1%	-6	-1%	-44%	-13	-4%	-1.5	u
O=C(NC1=NCCS1)c1cc2ccccc2o1	-3%	0%	0	-14%	-6%	4	-10%	0.4	-4%
CC(C)N(C)Cc1nnnn1CC(=O)N(C)Cc1cccc(Cl)c1	-17%	3%	-1	-3%	6%	-4	-3%	0.1	9%
CSc1ccc(C(=O)Nc2ccc(-c3nc4ccccc4s3)c(O)c2)cc1	6%	-1%	-16	-1%	-20%	x	2%	x	-23%
CCC(=O)c1ccc(N2CCN(C(=O)COc3ccc(F)cc3)CC2)c(F)c1	x	2%	-1	-3%	-1%	0	9%	0.8	x
CCc1cc(CNC(=O)C2CCC(=O)N(CCc3cccc(F)c3)C2)on1 (stereo not drawn)	3%	-1%	-5	-3%	7%	3	17%	0.2	23%
NC(=S)Nc1cccc(O)c1	0%	-3%	-2	-5%	-15%	7	-6%	1.1	u
O=C(C1CCN(Cc2ccc(OCc3ccccc3)cc2)CC1)N1CCCC1	-1%	-3%	-16	5%	-24%	-14	-7%	-0.5	u
O=C(Nc1ccc(Cl)cc1)N1CCSc2ccccc21	11%	0%	-4	0%	3%	x	2%	x	-19%
Cc1ccc(-n2nc3c(c2NC(=O)c2ccco2)CS(=O)C3)cc1 (stereo not drawn)	-5%	2%	3	-5%	-31%	-1	-1%	0.2	u
COC(=O)c1ccc(NC(=O)C2C3C=CC(C3)C2C(=O)O)cc1 (stereo not drawn)	0%	-1%	-1	-4%	22%	3	4%	0.3	0%
CCOc1ccc(CN2CCN(Cc3cc4c(cc3Cl)OCO4)CC2CCO)cc1 (stereo not drawn)	-5%	3%	-4	-5%	5%	-11	3%	-1.5	-10%
Cc1ccc(C(=O)N2CCN(CCNC(=O)C(=O)Nc3ccc(Cl)cc3)CC2)cc1	0%	0%	-1	13%	-14%	-13	-1%	-0.1	190%[activator]
CC(C)N1CCN(Cc2ccc(C#CCCO)cc2)CC1CCO (stereo not drawn)	0%	0%	2	-4%	3%	16	-1%	1.3	-4%
COc1ccc(OC)c(/C=N/NC(=O)c2cccc3ccccc23)c1	0%	-2%	-9	-4%	3%	x	2%	x	194%[activator]
COc1cc(NC(=O)c2cc(C)nc3c2c(C)nn3-c2ccccc2Cl)cc(OC)c1	-7%	-5%	5	3%	-8%	x	-2%	x	-13%
COc1ccc2c(C)c(CC(=O)NCc3ccccc3Cl)c(=O)oc2c1OC	-3%	2%	-15	-4%	5%	x	3%	1.3	-24%
COc1ccc(COC(=O)C2=C(C)NC(=O)NC2c2ccc(F)cc2)cc1 (stereo not drawn)	-27%	-8%	-6	-3%	5%	-2	12%	0.3	-30%
COCCn1c(=O)[nH]c2cc(C(=O)N3CCN(c4cccc(C)c4C)CC3)ccc2c1=O	-11%	7%	-2	-2%	1%	-3	-3%	2.1	-12%
COCCNC(=O)C(=O)N/N=C(\C)CC(=O)Nc1cccnc1	5%	0%	-8	9%	4%	20	-5%	0.2	4%
CNC(=O)c1ccc(Nc2nnc(-c3ccc(C(N)=O)cc3)c3ccccc23)cc1	-14%	-4%	-2	-4%	u	-6	17%	0.3	u
CCOC(=O)Cc1cnc(NC(=O)CSc2nc(C(C)C)cc(=O)[nH]2)s1	u	-1%	4	-3%	15%	25	-7%	0.4	-18%
COc1cccc(-c2csc(N3CCN(S(=O)(=O)c4ccc(F)cc4)CC3)n2)c1	0%	0%	-1	-2%	-13%	-2	6%	0.5	21%
CC(=O)c1cc2c(cc1NC(=O)Cc1c(C)noc1C)OCO2	5%	0%	-1	1%	-4%	x	-11%	x	-3%
CC1(C)Cc2c(sc3nc[nH]c(=O)c23)CO1	-6%	-3%	3	-1%	-31%	19	-5%	-0.6	21%
CCOC(=O)CC1C(=O)NCCN1C(=O)c1ccc(Cl)c(Cl)c1 (stereo not drawn)	0%	1%	-24	-7%	-9%	-10	6%	-0.3	x
Cc1cc(C(=O)Nc2ccc3nc(C)sc3c2)c2ccccc2n1	u	-22%	-4	-1%	4%	-7	5%	-0.2	19%
C=C1CCN(c2ccc(C(=O)NCc3ccccc3)cc2[N+](=O)[O-])CC1	2%	1%	-1	-5%	-11%	-1	-12%	0.3	13%
CCOC(=O)N1CCN(c2ccc3nnnn3n2)CC1	4%	0%	-1	-1%	-21%	2	13%	0.3	0%
CC(=O)c1ccc([C@H]2C[C@@]34CN(C(=O)OC(C)(C)C)S(=O)(=O)[C@H]3C[C@H]2O4)cc1	8%	-2%	1	-1%	11%	x	6%	x	u
CCC/C(=C1/c2ccccc2C(=O)N1c1ccccc1)c1ccc(O[C@@H]2CCCCO2)cc1	0%	2%	0	-3%	-5%	x	2%	x	5%
COc1ccc(CN2C(=O)c3ccccc3C2=O)cc1C(=O)N(C)CC(=O)Nc1ccc(F)cc1	1%	0%	-12	-1%	-7%	6	x	-0.4	15%
COc1cccc(-c2ccc3nnc(SCC(=O)N4CCOCC4)n3n2)c1	2%	-1%	-4	-2%	-11%	4	0%	-0.2	25%
COc1cc(OC)cc(C(=O)N[C@H](C(=O)OCC(=O)Nc2ccc(C(N)=O)cc2)C(C)C)c1	3%	-8%	-4	-3%	-11%	-5	0%	1.1	-16%
N=c1c(C(=O)NCc2ccc(F)cc2)cc2c(=O)n3ccccc3nc2n1CCCN1CCOCC1	-8%	0%	-4	-3%	-15%	-5	-8%	-0.3	-6%
Cc1nnc(-c2cccc(Br)c2)c2cn(-c3ccc(Br)cc3)nc12	-1%	4%	-2	-7%	u	-25	u	0.9	4%
CCOC(=O)C1=C(O)C(=O)N(Cc2cccnc2)C1c1ccc(C)cc1 (stereo not drawn)	0%	-2%	-11	1%	-17%	5	11%	0.5	u
C=CCN1C(=O)C2(OCCO2)c2cc(C)ccc21	2%	-1%	-1	-2%	1%	-11	-5%	0.0	1%
O=C(COC(=O)CNC(=O)c1cccc(OC(F)F)c1)NNC(=O)c1ccccc1	1%	4%	-2	1%	-2%	6	-10%	0.2	-2%
OCCC1CN(Cc2ccc(-c3ccco3)cc2)CCN1Cc1ccsc1 (stereo not drawn)	-1%	4%	-9	-1%	-4%	-9	4%	0.0	-3%
COc1ccc(-c2nc(-c3ccccc3)c(-c3cc([N+](=O)[O-])ccc3C)[nH]2)cc1OC	3%	0%	-7	7%	11%[11.4 µM]	-11	-1%	-0.3	u
O=C(O)CS(=O)CC(=O)NCc1cccc(C(F)(F)F)c1 (stereo not drawn)	7%	0%	-6	-2%	18%	-12	2%	1.0	-1%
CCN1CCN(S(=O)(=O)c2ccc(Cl)c(C(=O)N(C)C3CCCCC3)c2)CC1	-6%	0%	-4	-2%	x	x	x	x	0%
COc1ccc(CCNC(=O)c2cnc3n(c2=O)CCS3)cc1OC	1%	-2%	-14	-3%	3%	-32	0%	0.6	7%
Cc1ccnc(NC(=O)COC(=O)C23CC4CC(CC(C4)C2)C3)n1	-9%	-1%	-3	-5%	10%[11.4 µM]	6	-4%	-0.5	-5%

Not all compounds are listed; the hit share may differ from the screen's.
